High-throughput results: PubChem BioAssay, several laboratories
FXIa inh 1536 – blocks human coagulation factor XIa protease activity; P03951; purified FXIa, Boc-Glu-Ala-Arg-AMC fluorogenic substrate; inhibition, % at 5 µM; 220,000 tested, 0.14% active;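 active means inhibition of at least 40%; inactive means inhibition below 40%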;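 further: fluorescence of freed AMC excited at 355 nm; 0% = enzyme without compound and 100% = no enzyme blank; many of its hits are not listed in these tables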
Cl transport mod – modulators of human KCC2 chloride dependent transport; Q9H2X9; KCC2 cells, thallium flux FluoZin-2 fluorescence; B-score of Tl+ flux slope (higher = more flux/activation; lower = inhibition) at 10 µM; 190,000 tested, 2.2% active; AID 1456;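 active means thallium flux slope and its plate-corrected score both differing from the plate sample mean at a set confidence after two filtering rounds, in either direction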;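 further: slope of fluorescence scaled to starting intensity during 10 to 20 s after thallium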
hK5 inh – inhibitors of human kallikrein 5; Q9Y337; AID 873; recombinant hK5, fluorogenic AMC substrate cleavage; 210,000 tested, 0.59% active; inhibition, % at 5 µM;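 active means inhibition of 40% or more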;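 further: 0% = enzyme controls without compound and 100% = no-enzyme blanks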
Target sequence (Q9Y337 67-293 limits assumed): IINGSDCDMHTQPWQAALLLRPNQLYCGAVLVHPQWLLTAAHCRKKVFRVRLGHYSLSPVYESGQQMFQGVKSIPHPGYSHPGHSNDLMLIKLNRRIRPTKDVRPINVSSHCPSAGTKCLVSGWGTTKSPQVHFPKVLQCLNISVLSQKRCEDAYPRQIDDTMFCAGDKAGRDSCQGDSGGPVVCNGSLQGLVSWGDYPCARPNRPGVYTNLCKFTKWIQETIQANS
zVAD death inh – L929 zVAD cell death inhibition | 220,000 tested, 0.38% active | L929 zVAD necroptosis rescue, ATP luminescence, 24 h; with zVAD 60 µM | viability rescue, % at 10 µM;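 active means activation, scaled between plate controls, above about 75%, limit read from the data; inactive means activation under that limit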;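 further: 0% = zVAD with DMSO and 100% = DMSO alone without zVAD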
TNF death inh – blocks TNF-alpha induced death of Jurkat FADD-/- cells; Jurkat FADD-/- TNF necroptosis rescue, ATP luminescence, 24 h; 0 = TNF only, 100 = no-TNF cells; activation (protection from cell death), % at 10 µM; 220,000 tested, 0.068% active;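 active means activation, meaning protection from cell death, of at least 50% relative to plate controls; inactive means activation below 50%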;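 further: necroptosis triggered by 40 ng/mL TNF-alpha added together with compound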
thrombin 1536 – inhibitors of human thrombin. alpha-thrombin, Boc-VPR-AMC fluorogenic substrate cleavage. inhibition, % at 5 µM. 220,000 tested, 0.26% active. AID 1046;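 active means inhibition at or above 40%; inactive means inhibition below 40%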;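 further: 0% = enzyme with no compound and 100% = wells without enzyme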
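Material: Human alpha-thrombin protein | Buffer or medium: pH 7.5 Tris-saline with Tween 20 | Reagent: Boc-VPR-AMC substrate, 15 µM final | Schedule: Reaction at ambient temperature | Detection: AMC fluorescence at 355 nm excitation and 460 nm emission | Evaluation: Percent inhibition scaled between no-compound controls and no-enzyme blanks | Controls: no-compound enzyme wells and no-enzyme blanks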
FXIIa inh 1536 – factor XIIa (human) inhibition; P00748; purified FXIIa, Boc-QGR-AMC fluorogenic substrate, 2 h; inhibition, % at 5 µM; 220,000 tested, 0.3% active; in the data active means inhibition above about 40%;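 further: 0% = enzyme with no compound and 100% = blank without enzyme; many of its hits are not listed in these tables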
Rad51 HR inh – Rad51 (human) homologous recombination inhibition; Q06609; hRad51 DNA strand exchange, fluorescence dequenching; inhibition, % at 10 µM; 200,000 tested, 0.085% active; AID 1385;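 active means inhibition above 40% at the single screening dose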;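 further: 0% = DMSO control wells and 100% = blanks with heterologous ssDNA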
Target sequence (Q06609 whole entry, looked up): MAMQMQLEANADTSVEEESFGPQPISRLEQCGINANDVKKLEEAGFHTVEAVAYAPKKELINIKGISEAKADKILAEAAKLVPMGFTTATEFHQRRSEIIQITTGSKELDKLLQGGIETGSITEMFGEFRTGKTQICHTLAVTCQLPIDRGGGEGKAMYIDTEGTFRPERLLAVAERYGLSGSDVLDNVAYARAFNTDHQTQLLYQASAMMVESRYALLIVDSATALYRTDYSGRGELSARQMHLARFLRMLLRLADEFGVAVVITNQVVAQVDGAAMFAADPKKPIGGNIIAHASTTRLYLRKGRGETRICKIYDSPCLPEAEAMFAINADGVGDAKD
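Material: hRad51 filaments on single-stranded DNA; Reagent: Donor/quencher-labelled 47-bp dsDNA substrate; Compound: 10 µM final, single point; Schedule: 37 °C 15-min filament assembly, 30-min compound preincubation, 15-min exchange; Technique: FRET fluorescence, excitation 485 nm, emission 520 nm; Benchmarks: control wells and blank wells on each plate.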
Hck-Nef inh – inhibitors of human Hck kinase activated by Nef. AID 463187. Recombinant Hck-YEEI plus Nef, Z-Lyte FRET kinase assay. inhibition, % at 20 µM. 220,000 tested, 0.68% active;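 active means Hck-Nef kinase inhibition above about 50%, limit read from the data; inactive means inhibition below that limit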;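 further: 0% = DMSO with Hck plus Nef and 100% = Hck alone without Nef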
Active calls of the source: *; . = not tested or not shown. Some of the compounds tested; count on the stated rates, not on these rows.

SMILES	FXIa inh 1536	Cl transport mod	hK5 inh	zVAD death inh	TNF death inh	thrombin 1536	FXIIa inh 1536	Rad51 HR inh	Hck-Nef inh
CCOC(=O)c1c(NC(=O)Cn2nc(C(F)(F)F)cc2C)sc(C)c1C	-5	-0.23	-5	2.8	1.7	-1	4	4	2
NC(=O)CC(NC(=O)Cc1cccc2ccccc12)c1ccc(NCc2cc(F)ccc2F)c([N+](=O)[O-])c1 (stereo unspecified)	0	0.19	0	0.2	0.1	-4	4	0	33
Cc1cc(C2=NNC(=NCCc3ccccc3)SC2)c(C)n1CC1CCCO1 (stereo unspecified)	-2	0.0032	-3	0.2	3.2	-6	4	-2	2
CCc1ccc(N2CN(Cc3cccnc3)CNC2=S)cc1	-2	-0.96	-2	1.1	4.9	-4	-3	1	15
COc1ccc(/C=N/n2c(=O)[nH]c3c([nH]c4ccc(Cl)cc43)c2=O)cc1CN1CCCCC1	7	0.3	-2	0.8	7.5	6	2	7	11
CCCC(=O)NC(C)c1nc2ccccc2n1C(C)C (stereo unspecified)	3	0.21	-7	0.7	0.9	-2	13	3	2
COc1ccc(Cc2nnc(NS(=O)(=O)c3ccccc3)s2)cc1	-2	-0.051	0	5.6	0.2	-8	9	-5	22
Cc1cccc2sc(N(CCCN(C)C)C(=O)c3ccc(Cl)s3)nc12	-8	1.1	-9	-0.1	6.0	-12	2	-2	18
Cc1cc(C)c(S(=O)(=O)N2CCN=C2c2ccccc2)c(C)c1	6	-0.72	-7	1.5	-0.1	-1	7	-26	2
O=C(CSc1ncnc2c1sc1ccccc12)Nc1ccc(Br)cc1	-15	0.67	-20	1.5	3.3	-8	-3	-5	3
Cn1cccc1-c1nc2ccc(NC(=O)c3ccccc3)cc2[nH]1	1	-1.9	3	2.9	-0.9	-1	8	-1	5
COc1ccc(C)cc1NC(=O)C1CCCN1S(=O)(=O)c1ccc2c(c1)CCC(=O)N2 (stereo unspecified)	10	.	0	-0.1	-1.0	0	14	-8	-1
O=C(COC(=O)/C=C/c1ccccc1[N+](=O)[O-])NC1CCS(=O)(=O)C1 (stereo unspecified)	-2	0.41	0	1.2	-0.4	-11	7	2	23
N/C(COc1ccc(C(=O)O)cc1)=N\O	-3	-0.1	-17	-0.3	0.5	-1	11	8	4
O=C(CCN1C(=O)COc2ccccc21)NCCN1CCc2ccccc2C1	3	.	-6	0.3	0.2	7	18	-8	0
Cc1cc(C)c(C)c(S(=O)(=O)NC2CCN(Cc3ccccc3)CC2)c1C	-1	0.042	-1	2.2	5.2	-2	6	15	18
COc1ccc2nc(Nc3nc(C)c(CCC(C)C)c(=O)[nH]3)nc(C)c2c1	0	-1.8	-22	0.1	-7.8	2	12	-1	13
Cc1ccc(C2c3sc(=O)[nH]c3SC3C(=O)NC(=O)C32)cc1 (stereo unspecified)	-3	-6.8*	-26	1.8	1.2	-2	-3	-1	-1
Cc1cc(C)nc(NC(N)=NC2CCCCC2)n1	-5	0.43	-7	0.3	2.2	-6	7	-6	3
COC(=O)C1=C(C)OC(N)=C(C#N)C1c1cc(OC)ccc1OC (stereo unspecified)	-6	-0.95	-17	0.6	-2.8	-7	4	-7	1

Ordered by molar mass (highest first): some entries from above
SMILES	FXIa inh 1536	Cl transport mod	hK5 inh	zVAD death inh	TNF death inh	thrombin 1536	FXIIa inh 1536	Rad51 HR inh	Hck-Nef inh
COc1ccc(C)cc1NC(=O)C1CCCN1S(=O)(=O)c1ccc2c(c1)CCC(=O)N2 (stereo unspecified)	10	.	0	-0.1	-1.0	0	14	-8	-1
O=C(CCN1C(=O)COc2ccccc21)NCCN1CCc2ccccc2C1	3	.	-6	0.3	0.2	7	18	-8	0
O=C(COC(=O)/C=C/c1ccccc1[N+](=O)[O-])NC1CCS(=O)(=O)C1 (stereo unspecified)	-2	0.41	0	1.2	-0.4	-11	7	2	23
Cc1ccc(C2c3sc(=O)[nH]c3SC3C(=O)NC(=O)C32)cc1 (stereo unspecified)	-3	-6.8*	-26	1.8	1.2	-2	-3	-1	-1
COC(=O)C1=C(C)OC(N)=C(C#N)C1c1cc(OC)ccc1OC (stereo unspecified)	-6	-0.95	-17	0.6	-2.8	-7	4	-7	1
Cc1cc(C)nc(NC(N)=NC2CCCCC2)n1	-5	0.43	-7	0.3	2.2	-6	7	-6	3

The list goes on.
SMILES	FXIa inh 1536	Cl transport mod	hK5 inh	zVAD death inh	TNF death inh	thrombin 1536	FXIIa inh 1536	Rad51 HR inh	Hck-Nef inh
CC(C)Sc1nnc([C@H](C)NC(=O)OC(C)(C)C)o1	-19	-0.34	4	-0.2	-0.6	-8	-1	-8	2
CCC(C)NC(=O)c1ccccc1NC(=O)CN(c1cc(C)ccc1OC)S(C)(=O)=O (stereo unspecified)	0	0.56	.	1.2	2.3	-2	18	8	-8
C/C(=C\C(=O)c1ccccc1)NCc1ccc(F)cc1	5	-1.4	-9	0.0	25	-4	9	-3	-2
COC(=O)CC1(c2ccccc2)C(=O)c2ccccc2C1=O	3	0.44	2	0.2	-3.8	3	11	-3	-3
CC(C)N(C(=O)NC(=O)Nc1ccc(S(=O)(=O)N2CCCC2)cc1)S(C)(=O)=O	2	1.1	2	1.9	0.2	-3	10	20	20
CC1CC(=O)Nc2ccccc2N1S(=O)(=O)c1cccc(F)c1 (stereo unspecified)	2	-0.42	-7	1.6	1.0	-7	6	0	-4
